Bioassay records (PubChem)
rCAG RNA binder = r(CAG) repeat RNA binding; inhibition, % at 3 µM; hit rate 1.3% among 370,000; TO-PRO-1 dye displacement fluorescence;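 active = inhibition above the plate cutoff, the mean of all test compounds on that plate plus 3 SD, cut at about 35% in these data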;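 note: 0% = DMSO alone and 100% = 100 µM mitoxantrone as full dye displacement; higher means more dye released from RNA so lower well fluorescence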
HTRA1 inh = blocks human HTRA1 serine peptidase; inhibition, % at 5.96 µM; hit rate 0.5% among 340,000; Q92743; recombinant HTRA1, FP-rhodamine activity-based probe, fluorescence polarization; in the data active = inhibition above about 36%;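 note: 0% = enzyme with DMSO and 100% = wells lacking enzyme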
ABHD4 inh = inhibitors of mouse ABHD4; hit rate 0.54% among 370,000; inhibition, % at 8.92 µM; AID 720543; Q8VD66; purified mABHD4, FP-Rh probe fluorescence polarization;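 active = inhibition exceeding the mean over every tested compound plus 3 SD, cut at about 30% in these data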;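 note: 0% = plate median of compound wells and 100% = S159A mutant with DMSO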
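Assay system: wild-type mouse ABHD4 protein; compound: single nominal dose of 8.92 µM, 0.89% DMSO final; schedule: 45 min + 60 min at 25 °C; measured by: FP readout, ex 525 nm / em 598 nm; evaluation: % inhibition of FP-Rh probe binding versus controls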
PRMT1 FP inh = inhibitors of human PRMT1 | recombinant PRMT1, activity-based probe fluorescence polarization | inhibition, % at 2.79 µM | hit rate 1.3% among 370,000;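 active = inhibition above about 21% made by adding two undisclosed values, limit read from the data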
Target sequence (Q99873 whole entry, looked up): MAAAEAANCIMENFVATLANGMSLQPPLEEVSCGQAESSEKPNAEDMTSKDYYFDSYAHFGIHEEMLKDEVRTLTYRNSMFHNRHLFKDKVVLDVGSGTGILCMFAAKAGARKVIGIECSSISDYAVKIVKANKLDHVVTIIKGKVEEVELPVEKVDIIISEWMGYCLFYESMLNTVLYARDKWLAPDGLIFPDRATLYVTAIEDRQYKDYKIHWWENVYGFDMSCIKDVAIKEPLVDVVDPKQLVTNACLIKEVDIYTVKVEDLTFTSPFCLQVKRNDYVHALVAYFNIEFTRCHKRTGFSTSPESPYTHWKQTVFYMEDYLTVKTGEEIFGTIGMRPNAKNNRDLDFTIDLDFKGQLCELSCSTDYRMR
Rev-erbA mod = Rev-erb alpha (human) modulation. AID 1259318. Rev-erbα–FITC-DNA binding, fluorescence polarization, 90 min. hit rate 0.79% among 370,000. activity, % at 10 µM;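 active = activity above about 14%, limit read from the data; passing the limit was not always enough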;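 note: 0% = DMSO wells with 35 nM protein and 100% = DMSO wells with 750 nM protein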
Target sequence (P20393 whole entry, looked up): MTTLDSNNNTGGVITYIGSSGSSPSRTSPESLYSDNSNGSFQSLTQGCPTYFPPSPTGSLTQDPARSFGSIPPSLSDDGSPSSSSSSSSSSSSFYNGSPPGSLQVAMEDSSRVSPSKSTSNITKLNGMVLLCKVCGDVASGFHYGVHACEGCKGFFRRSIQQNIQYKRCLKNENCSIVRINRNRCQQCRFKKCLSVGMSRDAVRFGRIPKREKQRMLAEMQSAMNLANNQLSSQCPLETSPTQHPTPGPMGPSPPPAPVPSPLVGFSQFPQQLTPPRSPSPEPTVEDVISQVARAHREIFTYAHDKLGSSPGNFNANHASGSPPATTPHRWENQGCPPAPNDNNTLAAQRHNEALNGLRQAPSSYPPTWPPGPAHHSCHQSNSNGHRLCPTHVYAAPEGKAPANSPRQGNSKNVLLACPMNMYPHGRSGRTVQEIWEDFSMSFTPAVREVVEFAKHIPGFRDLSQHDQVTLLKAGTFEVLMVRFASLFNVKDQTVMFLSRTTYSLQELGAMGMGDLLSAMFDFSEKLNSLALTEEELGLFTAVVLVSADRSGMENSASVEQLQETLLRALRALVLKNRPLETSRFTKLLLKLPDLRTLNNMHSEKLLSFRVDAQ
TCR CD3 inh = human TCR-CD3 binding inhibition. TAMRA-labeled TCR probe fluorescence, biochemical. inhibition, % at 9.4 µM. hit rate 0.37% among 360,000. AID 651800; in the data active = inhibition above about 19%;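 note: recombinant mutant TCR 2C K166C tagged with TAMRA read by polarization; 0% = receptor in buffer alone and 100% = receptor with positive control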
PG9 Ab binder = PG9 antibody binding by small molecule. TR-FRET gp120-PG9 antibody binding. inhibition, % at 6.7 µM. hit rate 0.43% among 360,000. AID 624416; in the data active = inhibition above about 8.5%
LEDGF integ inh = blocks HIV-1 LEDGF/p75-dependent DNA integration; TR-FRET IN-LEDGF/p75 DNA integration, Eu/Cy5; inhibition, % at 3.7 µM; hit rate 0.64% among 370,000; AID 743269;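 active = inhibition above the screen-wide mean plus 3 SD, cut at about 13% in these data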;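 note: signal is the Cy5 over europium emission ratio at 671 and 618 nm; 0% = plate median of compound wells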
UHRF1 binding = UHRF1 methyl-DNA binding inhibition. hit rate 0.75% among 370,000. inhibition, % at 4.4 µM. UHRF1 binding to methylated oligo, TR-FRET. Q96T88; in the data active = inhibition above about 21%;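 note: UHRF1 SRA domain binding a hemimethylated CpG hairpin DNA probe; 0% = median of test compound wells and 100% = reference inhibitor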
MBD2 inh = blocks human MBD2 binding to methylated DNA; Q9UBB5; TR-FRET, MBD2 binding to methylated oligonucleotide; inhibition, % at 4.4 µM; hit rate 0.31% among 370,000; AID 686964; in the data active = inhibition above about 13%
* marks the source's active call; other numbers are inactive results; / = no result given. An excerpt, so the mix of outcomes need not match the whole.

SMILES	rCAG RNA binder	HTRA1 inh	ABHD4 inh	PRMT1 FP inh	Rev-erbA mod	TCR CD3 inh	PG9 Ab binder	LEDGF integ inh	UHRF1 binding	MBD2 inh
COCc1cc(CNC(=O)C2CCC(=O)N(Cc3ccccc3F)C2)[nH]n1 (stereo unspecified)	-1.0	6.4	-6.8	1.5	2.0	10.8	-0.3	2.6	0.5	-3.0
COc1ccc(CNS(=O)(=O)c2cc(CN3C(=O)c4cccnc4C3=O)ccc2OC)cc1	2.5	2.4	6.1	-3.5	-3.7	4.0	-1.5	0.6	0.6	3.2
Cc1c(C(=O)N2CCCCC2)c(S(=O)(=O)Nc2ccc(F)cc2F)c(C)n1C	-3.5	1.8	-0.1	3.5	-2.6	2.1	1.0	0.6	1.9	2.3
COC(=O)[C@@H]1[C@@H](C)N(Cc2ccccc2)C(=O)N[C@H]1c1cccc(C(F)(F)F)c1	-11.9	-5.4	-2.6	-0.1	-3.9	-9.1	1.5	-1.0	3.4	5.6
COc1cc(/C=N/NC(=O)c2nc(C)cc(C)n2)ccc1O	1.4	6.2	2.2	-1.6	3.5	-4.2	-2.1	-2.1	-2.5	-3.8
c1cnn(Cc2cnc(N3CCOCC3)s2)c1	0.9	13.4	-0.7	-1.6	4.8	3.0	-0.3	5.5	2.3	-2.0
Cc1ccc(NCc2nnc(SCC(=O)N(Cc3ccccc3)C(C)(C)C)o2)c(C)c1	-3.4	-18.7	-3.9	5.5	1.1	2.4	-3.5	-0.4	1.0	0.8
COC(=O)C(C(=O)OC)C(C)C(C(=O)OC)C(=O)OC	0.2	-0.4	4.7	0.8	1.8	7.8	1.3	-0.6	-4.0	-5.8
CCOCC(=O)Nc1nc2ccc(S(C)(=O)=O)cc2s1	-1.6	1.2	7.3	1.5	-5.5	-0.8	1.3	-1.2	-0.9	-0.1
S=C(Nc1ccc2c(c1)OCO2)N1CCN(Cc2ccco2)CC1	-1.7	-14.8	0.8	-0.7	5.5	2.1	-0.9	6.5	0.3	1.7
Cc1cc(C)c(S(C)(=O)=O)c(Oc2ccc(C(C)(C)C)cc2)n1	-8.1	0.7	-0.8	-0.9	5.3	7.1	0.6	1.3	-4.7	-6.0
Cc1ccc(N=Nc2c(O)[nH]c3ccc(F)cc23)cc1	5.5	-8.3	5.5	-3.6	-3.3	-2.9	-0.6	-0.7	-0.1	-0.8

Profiles as entered above. Order of values: rCAG RNA binder | HTRA1 inh | ABHD4 inh | PRMT1 FP inh | Rev-erbA mod | TCR CD3 inh | PG9 Ab binder | LEDGF integ inh | UHRF1 binding | MBD2 inh
Cc1ccc(NCc2nnc(SCC(=O)N(Cc3ccccc3)C(C)(C)C)o2)c(C)c1 across the screens: -3.4 | -18.7 | -3.9 | 5.5 | 1.1 | 2.4 | -3.5 | -0.4 | 1.0 | 0.8
COc1cc(/C=N/NC(=O)c2nc(C)cc(C)n2)ccc1O across the screens: 1.4 | 6.2 | 2.2 | -1.6 | 3.5 | -4.2 | -2.1 | -2.1 | -2.5 | -3.8
Cc1ccc(N=Nc2c(O)[nH]c3ccc(F)cc23)cc1 across the screens: 5.5 | -8.3 | 5.5 | -3.6 | -3.3 | -2.9 | -0.6 | -0.7 | -0.1 | -0.8
CCOCC(=O)Nc1nc2ccc(S(C)(=O)=O)cc2s1 across the screens: -1.6 | 1.2 | 7.3 | 1.5 | -5.5 | -0.8 | 1.3 | -1.2 | -0.9 | -0.1

Following part:
SMILES	rCAG RNA binder	HTRA1 inh	ABHD4 inh	PRMT1 FP inh	Rev-erbA mod	TCR CD3 inh	PG9 Ab binder	LEDGF integ inh	UHRF1 binding	MBD2 inh
O=S(=O)(NC(CO)Cc1ccccc1)c1ccc(Br)cc1F (stereo unspecified)	-0.1	-1.1	2.5	-2.7	2.1	6.6	0.7	2.3	1.7	-6.2
Cc1cccc(N2CC(C(=O)Nc3nnc(SCC(=O)Nc4nccs4)s3)CC2=O)c1 (stereo unspecified)	6.4	2.2	-3.5	2.7	0.2	-1.1	1.0	2.0	1.6	3.1
Nc1nc(Sc2ccc([N+](=O)[O-])c3nonc23)c2[nH]cnc2n1	25.2	58.9*	46.5*	89.4*	5.6	7.3	0.9	4.8	-6.2	-7.7
COC(=O)C[C@@H]1OC[C@H](C(C)C)N1S(=O)(=O)c1ccc(C)cc1	-1.6	/	0.6	3.5	0.8	1.4	2.5	1.4	0.7	3.6
COc1ccc2cc(C(=O)N3CCOCC3)sc(=O)c2c1OC	-4.0	-0.6	5.4	-1.4	-6.0	4.7	-1.9	4.3	-2.3	-4.6
CC(=O)CCSc1ncnc2sc(-c3ccccc3)cc12	2.9	-17.6	-5.8	-1.8	2.9	-2.5	-1.9	-0.9	-0.1	-0.5
CCOc1ccc(N2CC(C(=O)NNC(=O)c3ccc(F)cc3)CC2=O)cc1 (stereo unspecified)	0.6	4.7	1.8	1.8	1.6	-1.4	0.3	-2.7	-0.4	-1.7
Nc1ccc(-c2nc3c(Cl)c(N)ccc3[nH]2)cc1	4.5	15.8	12.6	5.5	-4.7	-11.2	-2.8	-6.5	-0.2	-1.4
CC(C)NC(=O)c1ccc(-c2ccc(Cl)c(C(F)(F)F)c2)o1	0.8	-8.4	-4.2	1.6	6.0	9.2	4.9	-7.3	0.1	-6.2
O=C1CC(c2ccccc2)(c2ccccc2)c2ccccc21	1.7	-28.9	-14.0	3.1	6.7	3.1	-0.7	1.3	1.0	-4.8
CC1CCCC(NC(=O)COC(=O)/C=C/c2ccco2)C1C (stereo unspecified)	3.6	1.5	1.6	3.9	5.1	-1.4	0.0	7.2	-1.7	1.4
CCCCn1ccnc1C(=O)c1ccc(S(=O)(=O)N2CCCC2)cc1	-3.1	-10.4	0.5	4.1	-1.9	2.2	-2.7	-0.3	0.0	-2.6
CCCn1c(N)c(C(=O)CSc2nc3ncc(Cl)cc3[nH]2)c(=O)[nH]c1=O	1.8	11.6	3.3	0.8	2.1	1.7	1.3	-2.2	-0.3	-7.7
COCCn1c(C)cc(C(=O)COC(=O)Cc2n[nH]c(=O)c3ccccc23)c1C	-2.9	-4.4	-1.7	0.5	0.4	7.7	-2.3	3.8	-0.9	0.6
CC(Oc1ccccc1)C(=O)N1CCC2(CC1)Oc1ccc(F)cc1C(=O)C21CC(c2ccccc2)=NO1 (stereo unspecified)	9.2	-28.3	-13.8	0.9	-0.8	0.1	0.1	0.3	-0.6	3.2
Cc1c(CC(=O)NCCCCCC(=O)O)c(=O)oc2cc3occ(-c4ccccc4)c3cc12	27.9	5.0	22.0	3.3	-2.5	-9.1	-1.5	-2.4	-2.6	0.5
O=C(CSc1nnc(Cc2ccccc2)n1-c1ccccc1)N1CCOCC1	-6.8	3.4	-5.5	2.6	-2.9	-5.6	-0.5	-4.7	-0.2	2.3
O=C(CCN1C(=O)[C@@H]2Cc3ccccc3CN2C1=O)N[C@H](C(=O)O)c1ccccc1	2.5	1.5	-1.6	-0.3	-5.1	10.8	-1.3	-1.1	-2.6	-1.7
O=C(NC(=S)N1CCCCCC1)c1ccc(Cl)cc1Cl	-2.2	/	-10.0	2.7	1.3	-4.8	-4.0	7.0	1.6	0.7
O=C(Sc1nnc(-c2ccccc2)o1)N1c2ccccc2Sc2ccccc21	1.7	9.5	-1.2	0.4	-2.3	4.4	1.3	-0.3	1.3	-1.1
COc1cc(NC(=O)CN(C)CCOc2ccccc2)c(C)cc1[N+](=O)[O-]	-6.0	6.2	-4.5	2.4	4.4	-5.5	0.1	0.2	1.4	1.6
COc1ccccc1N(CCC#N)C(=O)CSc1nc(-c2ccccc2)cn1N	8.1	-11.4	0.1	6.9	1.0	6.6	-3.4	-2.4	0.1	1.1
O=C(NCCCN1CCC(Cc2ccccc2)CC1)C1CCN(S(=O)(=O)N2CCOCC2)CC1	-6.8	-1.6	3.6	-4.1	2.6	2.0	1.6	0.4	0.6	0.7
CC(=O)c1ccc(N2CCN(c3ccc(S(=O)(=O)N4CCN(C)CC4)cn3)CC2)cc1	4.7	-4.9	4.3	0.4	-0.3	1.3	0.6	-2.5	-1.6	-0.2
Cc1ccc(-n2nnnc2SCc2nnc(-c3ccccc3Br)o2)c(C)c1	-1.2	-29.7	-8.6	-0.7	2.7	2.0	-3.2	3.2	-1.1	4.2
Cc1ccccc1OCC(=O)NC(C)c1ccccc1 (stereo unspecified)	-2.5	0.0	-0.5	3.5	0.6	-0.4	0.6	2.2	1.9	-3.2
CCN(C(=O)COC(=O)c1cccc(S(=O)(=O)NCc2ccccc2)c1)c1ccccc1	-4.1	-14.7	-3.7	6.1	3.6	-3.5	-1.5	-4.9	1.0	1.4
CCc1nc(Nc2ccccc2F)c2oc3ccccc3c2n1	-1.1	-21.2	-3.0	4.8	4.1	-5.0	-1.0	-1.6	0.1	2.4
Cc1noc(C)c1C(=O)OCC(=O)N1CCc2ccccc21	1.5	3.6	0.6	-2.2	6.1	-7.0	-1.4	-2.8	2.4	6.2
C=CCN=C1NC(c2ccc(F)cc2)C(C(=O)OC)=C(C)N1C (stereo unspecified)	-1.3	/	-5.9	0.1	4.1	-7.1	1.0	5.2	2.5	0.8
COc1ccc(C(=O)CSc2nnc(CNc3ccc(C)cc3C)n2Cc2ccco2)cc1	0.6	-40.1	4.2	-3.4	5.7	4.6	1.9	-0.2	-3.6	-6.4
CC1C(=O)C(C)C(c2ccc3c(c2)OCO3)NC1c1ccc2c(c1)OCO2 (stereo unspecified)	-2.9	-2.6	-9.7	-1.5	1.1	4.2	-1.2	0.1	-0.6	0.0
Fc1cccc2sc(Nc3nc4c(F)cccc4s3)nc12	58.3*	-7.8	1.8	-0.5	67.7*	-2.0	22.8*	1.6	-1.2	-1.4
CCCCC(=O)Nc1ccc(C(=O)Nc2ccc(S(=O)(=O)Nc3ccc(C)cc3)cc2)cc1	2.2	-1.0	-13.7	-4.6	4.4	1.1	0.3	-0.3	-2.2	-3.4
Cc1ccc(SC2=C(C(=O)O)CCCC2)cc1	3.6	2.0	2.7	0.9	-2.8	5.7	-0.2	-2.6	-0.6	-4.4

Two of these compounds in a different format.
Compound,rCAG RNA binder,HTRA1 inh,ABHD4 inh,PRMT1 FP inh,Rev-erbA mod,TCR CD3 inh,PG9 Ab binder,LEDGF integ inh,UHRF1 binding,MBD2 inh
Cc1noc(C)c1C(=O)OCC(=O)N1CCc2ccccc21,1.5,3.6,0.6,-2.2,6.1,-7.0,-1.4,-2.8,2.4,6.2
C=CCN=C1NC(c2ccc(F)cc2)C(C(=O)OC)=C(C)N1C (stereo unspecified),-1.3,/,-5.9,0.1,4.1,-7.1,1.0,5.2,2.5,0.8
